Screening data from PubChem BioAssay.
CYP2C19 act – activators of human cytochrome P450 2C19. activation factor at 5 µM. recombinant CYP2C19, luciferin-H EGE luminescence; stronger effect = higher value; 0 = fully inhibited enzyme, 1 = untreated enzyme. 96,000 tested, under 10 active. P33261;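 active = activation factor of at least 2 at 5 µM in the primary screen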;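 also: 0 = wells with 2.5 mM tranylcypromine and 1 = vehicle-only wells; values of inactives mirror those of a sister screen read the other way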
Target sequence (P33261 whole entry, looked up): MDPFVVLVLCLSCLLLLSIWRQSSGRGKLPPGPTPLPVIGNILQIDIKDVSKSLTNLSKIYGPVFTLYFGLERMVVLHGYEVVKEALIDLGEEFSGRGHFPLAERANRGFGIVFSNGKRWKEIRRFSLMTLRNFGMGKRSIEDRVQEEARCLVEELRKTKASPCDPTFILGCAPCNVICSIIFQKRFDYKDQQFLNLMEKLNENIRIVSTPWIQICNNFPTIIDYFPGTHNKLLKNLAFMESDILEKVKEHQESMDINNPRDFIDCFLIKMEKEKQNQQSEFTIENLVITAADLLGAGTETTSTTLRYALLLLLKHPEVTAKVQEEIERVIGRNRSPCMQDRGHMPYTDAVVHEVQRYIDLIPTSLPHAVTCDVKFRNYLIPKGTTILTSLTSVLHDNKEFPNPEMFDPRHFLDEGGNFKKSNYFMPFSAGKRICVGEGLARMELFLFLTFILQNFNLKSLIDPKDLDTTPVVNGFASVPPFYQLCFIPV
CYP2C19 inhib – human CYP2C19 inhibition; AID 778; P33261; CYP2C19 Supersomes, luciferin-H EGE luminescence, 30 min; inhibition, % at 5 µM; 96,000 tested, 21% active;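 active = CYP2C19 inhibition above a set limit at 5 µM in the primary screen, cut at about 50% in these data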;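 also: plate controls were negative control wells for no effect and 2.5 mM tranylcypromine positive control for full effect; values of inactives mirror those of a sister screen read the other way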
VCAM1 TNFa inh – reduces TNF alpha induced VCAM1 expression in HUVEC; HUVEC TNFa-induced VCAM-1 immunofluorescence, high-content imaging; inhibition, % at 2 µM; 95,000 tested, 0.48% active; AID 802;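 active = inhibition above the batch mean plus 3 SD, with images confirmed as a hit by eye, cut at about 37% in these data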;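 also: 0% = TNF-stimulated DMSO wells and 100% = unstimulated control wells; not every result past the cut was called active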
CYP2C9 inhib – human CYP2C9 inhibition | P11712 | CYP2C9 Supersomes, luciferin-H conversion, luminescence | inhibition, % at 5 µM | 96,000 tested, 20% active | AID 777;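 active = blocking of liver enzyme CYP2C9 beyond about 50% at 5 µM, limit read from the data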; also: values of inactives mirror those of a sister screen read the other way
HUVEC tox TNFa – HUVEC cytotoxicity counter-screen, TNF alpha stimulated. HUVEC TNFalpha-stimulated, Hoechst cell count, imaging. 93,000 tested, 0.17% active. AID 848. cell count reduction, % at 2 µM;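 active = cell count reduction exceeding the screen mean by over 5 SD, scaled to untreated wells per plate, cut at about 78% in these data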;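 also: cells counted after 24 h of TNF alpha exposure following the 1 h pretreatment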
hDAT+cocaine – human DAT dopamine uptake with cocaine, either direction | Q01959 | LLC-PK1 hDAT cells, [14C]-dopamine uptake with cocaine IC80; actives deviate in either direction | B-score at 10 µM | 110,000 tested, 1.3% active | AID 449768;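 active = Z score or B-score, a plate-position-corrected score, falls beyond the plate's 99.7% confidence bounds, in either direction; inactive = both scores lie inside the 99.7% bounds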;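 also: scored against the spread of the other compound wells on the same plate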
Target sequence (Q01959 whole entry, looked up): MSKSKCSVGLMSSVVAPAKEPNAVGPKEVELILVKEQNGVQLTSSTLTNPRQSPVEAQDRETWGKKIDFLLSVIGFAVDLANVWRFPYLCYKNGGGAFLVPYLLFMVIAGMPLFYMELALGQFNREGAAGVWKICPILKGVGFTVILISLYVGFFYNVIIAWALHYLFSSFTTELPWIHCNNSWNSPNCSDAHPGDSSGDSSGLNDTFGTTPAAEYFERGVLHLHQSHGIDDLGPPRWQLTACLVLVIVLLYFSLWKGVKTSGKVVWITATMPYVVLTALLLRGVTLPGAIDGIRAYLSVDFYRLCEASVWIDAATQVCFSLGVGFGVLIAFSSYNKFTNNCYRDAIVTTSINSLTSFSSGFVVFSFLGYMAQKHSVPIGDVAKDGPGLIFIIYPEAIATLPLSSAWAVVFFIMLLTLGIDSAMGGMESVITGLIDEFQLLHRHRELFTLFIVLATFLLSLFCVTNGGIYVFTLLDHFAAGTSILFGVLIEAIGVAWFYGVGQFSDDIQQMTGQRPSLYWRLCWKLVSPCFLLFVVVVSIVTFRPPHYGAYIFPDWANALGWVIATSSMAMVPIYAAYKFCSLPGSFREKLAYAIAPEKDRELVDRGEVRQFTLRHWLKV
Candida biofilm – kills Candida albicans biofilms | inhibition, % at 6 µM | C. albicans biofilm + clotrimazole, Alamar Blue | 85,000 tested, 0.14% active;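 active = inhibition above 20%; inactive = inhibition below 20%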;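 also: preformed 24 hr biofilms exposed to compound for 48 hr; 0% = biofilm without compound and 100% = blank killed by clotrimazole plus chlorhexidine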
CYP2C9 activ – activators of human CYP2C9; P11712; AID 1024; 96,000 tested, 1.4% active; activation factor at 5 µM; recombinant CYP2C9, luciferin-H conversion, luminescence; stronger effect = higher value; factor 1 = untreated enzyme, 0 = blocked;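 active = activation factor of 2 or more for CYP2C9 at a 5 µM dose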;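 also: 0 = sulfaphenazole-blocked wells and 1 = vehicle-only wells; values of inactives mirror those of a sister screen read the other way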
HUVEC tox IL1B – toxic to HUVEC cells under IL-1B stimulation; HUVEC cell count loss, Hoechst imaging, IL-1B stimulated; cell count reduction, % at 2 µM; 94,000 tested, 0.41% active;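 active = cell count reduction more than 3 SD above the screen-wide mean, cut at about 70% in these data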;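 also: normalized per plate to untreated control cells as the no-loss baseline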
* = called active by the depositor; x = no result given.

SMILES	CYP2C19 act	CYP2C19 inhib	VCAM1 TNFa inh	CYP2C9 inhib	HUVEC tox TNFa	hDAT+cocaine	Candida biofilm	CYP2C9 activ	HUVEC tox IL1B
C/C(=N/NC(=O)c1cccs1)c1ccc(NC(=O)COc2ccc(Cl)cc2)cc1	1.1	-7	1	-2	7	0.14	x	1	-4
Cc1cccc(N2C(=O)SC(N(C)c3ccccc3)C2=O)c1 (stereo unspecified)	0.8	16	x	7	x	-0.054	4	0.9	x
CCCCCCn1c(SCC(=O)c2ccccc2)nc2c1c(=O)[nH]c(=O)n2C	1.2	-16	7	19	-28	-0.7	x	0.8	18
N#Cc1c(N)oc(-c2ccco2)c1-c1ccco1	0.8	22	10	64*	-39	-0.11	6	0.4	-15
COC(=O)c1cc2c(-c3ccccc3)c(C)c3ccccn3c-2c1C(=O)OC	0.3	67*	-16	88*	-4	0.86	x	0.1	2
CCCc1cc(=O)[nH]c(SCC(=O)N(C)CC(=O)Nc2ccc(C)cc2)n1	1	0	24	5	3	-0.26	4	0.9	-2
CCc1cc[n+](-c2nc([O-])sc2C=O)cc1	1.1	-8	7	-2	1	-0.22	x	1	13
Cc1ccc(C(=O)Nc2nc(=O)n(C)s2)cc1	1	4	2	12	-16	0.43	x	0.9	-74
CCOc1ccc(NC(=S)Nc2cc(-c3ccccc3)[nH]n2)cc1	1	5	-9	6	0	0.51	x	0.9	11
CC1CN(C(=O)c2nn(C)cc2[N+](=O)[O-])CC(C)O1 (stereo unspecified)	1.1	-6	16	-5	-8	-2	x	1	-15
Cc1ccc(-n2[nH]c(C)c(C=Nc3ccc(C)cn3)c2=O)cc1	0.7	30	x	42	x	-0.0035	9	0.6	x
CSc1nc2ccc(NC(=O)C3CC(=O)N(Cc4ccco4)C3)cc2s1 (stereo unspecified)	1	1	x	37	x	0.59	7	0.6	x
O=C(Oc1ccccc1)c1cc2ccccc2o1	1	2	-1	6	-8	0.44	6	0.9	-9
CC1CCN(C(=O)Cn2c(SCC(=O)Nc3nccs3)nc3ccccc32)CC1	0.2	81*	3	79*	-8	-0.88	-3	0.2	2
CC(C)(C)n1nc2c(c1NC(=O)c1ccc(Br)cc1)CS(=O)C2 (stereo unspecified)	1.2	-18	17	-16	-5	-0.9	2	1.2	0
COC(=O)C1=C(N)OC2=C(C(=O)CC(C)(C)C2)C1c1ccoc1 (stereo unspecified)	0.5	47	-1	55*	21	0.11	6	0.5	18
CCOc1ccc(N2C(=O)CC(N)C2=O)cc1 (stereo unspecified)	x	x	13	x	-4	-0.61	x	x	-23
CCOCCCNC(=O)c1[nH]c(C)c(C(C)=O)c1C	1	4	-5	-1	-7	0.013	5	1	-16
CC1=CCC2C(=O)N(CCc3c[nH]c4ccccc34)C(=O)C2C1 (stereo unspecified)	x	x	27	x	-27	0.0083	3	x	-23
CC(=O)NCCOC(=O)Nc1cccnc1	1.1	-9	-2	1	-6	-0.19	7	1	-14
Cc1ccc(N(CC(=O)Nc2ccc3c(c2)OCCO3)S(=O)(=O)c2c(C)n[nH]c2C)cc1	0.4	62*	6	74*	28	0.03	3	0.3	-2
O=C1CC(c2ccc(S(=O)(=O)N3CCCCC3)cc2)CN1 (stereo unspecified)	1.1	-6	-1	10	-11	-0.7	4	0.9	-50
CCCCN(C)C(=O)C1CCN(C/C(C)=C/c2ccccc2)CC1	1.1	-10	x	-12	x	0.44	x	1.1	x
CN(C)C(=O)N1CCCC(C(=O)NCc2ccccc2Cl)C1 (stereo unspecified)	0.8	20	x	-23	x	-0.78	2	1.2	x
COc1ccc(C2C(C(=O)c3ccc(C)o3)=C(O)C(=O)N2c2cc(C)on2)cc1OC (stereo unspecified)	1	1	6	14	-4	0.39	2	0.9	4
CC1=C(C(=O)Nc2ccccc2)C(c2ccc(C)o2)N2C(=O)CSC2=N1 (stereo unspecified)	0.4	64*	14	46	-31	-0.21	8	0.5	-2
O=C(NC1CCCC1)C(c1cccs1)N(Cc1ccco1)C(=O)Cn1nnc(-c2cccs2)n1 (stereo unspecified)	0.9	13	19	33	-16	-0.13	8	0.7	-16
CC(N=c1ccccn1C(=O)Nc1ccc(F)cc1)c1ccco1 (stereo unspecified)	0.9	14	11	-3	-23	-0.42	0	1	-5
Cc1ccc(NC(=O)c2cc(NC(=O)c3ccco3)ccc2N2CCOCC2)cc1Cl	0.5	47	-5	69*	-18	0.21	3	0.3	-14
CNc1ccc(Br)cc(C(=O)/C=C/c2cccc(OC)c2)c1=O	x	x	45	x	6	0.024	4	x	4
Cc1ccc(Cl)c(OCC(O)CN(CCO)CCO)c1 (stereo unspecified)	0.8	20	18	18	-1	-0.34	9	0.8	7
O=C(Cc1ccc(Cl)cc1)Nc1ccc2oc(-c3ccncc3)nc2c1	0.9	10	13	9	-21	-0.076	10	0.9	-8
COc1ccc2c(c1)OC1=C(C(=O)CCC1)C2C1=C(O)CCCC1=O (stereo unspecified)	0.8	23	14	7	-36	0.49	4	0.9	-19
O=C(Nc1cccc2ncccc12)C12CC3CC(CC(C3)C1)C2	1	-1	-7	-24	-11	-0.37	2	1.2	23
Cc1cc(C)n(Cc2ccc(C(=O)NCCC3=CCCCC3)o2)n1	0.6	41	-4	18	1	0.58	x	0.8	3
O=C(CN1C(=O)C2C3C=CC(C3)C2C1=O)N1CC(=O)N(CCc2ccccc2)C(=O)C1 (stereo unspecified)	0.8	20	-6	-18	-24	-0.17	3	1.2	19
COc1c(C)cccc1C(=O)Nc1ccc(N2CCOCC2)c(Cl)c1	0.9	11	-48	-71	-3	0.52	13	1.7	-5
CC(C)Cn1c(NCCN(C)C)nc2c1c(=O)[nH]c(=O)n2C	1.1	-9	6	-11	-21	0.093	-3	1.1	-77
Cc1cccc(C)c1N(CC(=O)N1CCN(C)CC1)S(C)(=O)=O	1.1	-11	-11	-3	-30	-1.3	9	1	5
CCN(CC)CCNC(=O)C12CC3CC(C)(CC(C)(C3)C1)C2	1	1	14	4	-4	-2.5	-1	1	x
O=c1c2sc3nc(N4CCOCC4)c4c(c3c2nnn1Cc1ccccc1)CCCC4	1	2	-8	3	0	0.47	x	1	10
Cc1cccnc1Sc1c([N+](=O)[O-])ncn1C	0.9	5	4	-24	-16	-0.0042	x	1.2	1
COc1ccc(C2CC(=O)Nc3sc(=N)c4c(N)c(C#N)c(N)nc4c32)cc1OC (stereo unspecified)	0.6	39	9	42	-40	1.2	x	0.6	-12
COc1ccccc1NS(=O)(=O)c1ccc(NC(=O)c2nc3nc(C)cc(C(F)F)n3n2)cc1	0.7	26	0	61*	0	0.62	3	0.4	-26
O=C(NNC(=O)c1ccccc1-n1cccc1)c1ccc(Cl)c(Cl)c1	0.5	50*	9	-49	-34	1	x	1.5	-7
CN1C(=O)CC(N2CCC(c3nc4ccccc4[nH]3)CC2)C1=O (stereo unspecified)	1	-3	9	-1	4	-0.34	16	1	-2
CCSc1nnc(NC(=O)c2ccccn2)s1	0.8	22	x	22	x	0.087	3	0.8	x
Cc1sc(NC(=O)CSc2ncn(-c3ccccc3)n2)nc1-c1ccccc1	x	x	1	x	-12	0.94	4	x	-2
CCCc1nc(SCc2ccccc2Cl)n[nH]1	0.7	31	28	-12	9	1	4	1.1	2
CCCCOC(=O)Nc1ccc(N2CCOCC2)cc1	x	x	5	x	2	-0.81	4	x	16

New compounds follow
SMILES	CYP2C19 act	CYP2C19 inhib	VCAM1 TNFa inh	CYP2C9 inhib	HUVEC tox TNFa	hDAT+cocaine	Candida biofilm	CYP2C9 activ	HUVEC tox IL1B
CCc1ccc2c(c1)/C(=N/N(C)C(=S)NC)C(=O)N2	0.5	52*	20	11	-2	x	x	0.9	11
COc1ccc(N2C(=O)C3CCCN3C2c2ccc(C)cc2)cc1Cl (stereo unspecified)	0.9	10	19	33	54	0.45	0	0.7	-7
Cc1c(NC(=O)NCCN2C(=O)C3C4C=CC(C4)C3C2=O)c(=O)n(-c2ccccc2)n1C (stereo unspecified)	1.1	-10	17	-1	-11	-0.2	-4	1	12
Cc1cc(C)n2ncc(C(=O)NCc3cccnc3)c2n1	0.9	9	4	3	-14	0.053	5	1	3
O=C(c1ccco1)N1CCN(C(c2cccs2)c2nnnn2C2CCCCC2)CC1 (stereo unspecified)	0.5	45	-2	68*	-23	0.52	8	0.3	-10
COc1ccc(S(=O)(=O)N=C2C=C(C)C(=O)C(C)=C2)cc1	0.3	66*	4	-66	-14	-0.58	x	1.7	-54
Cc1ccc(-n2nnnc2SCC(=O)Nc2sc(C)c(C)c2C#N)cc1C	1	1	2	14	-21	0.12	x	0.9	-20
COc1ccc(OC)c(-c2cc(C(=O)Nc3cc(C)on3)no2)c1	1.1	-12	5	-90	-11	-1.8	8	1.9	-19
CC(C)N(C(=O)CSc1nc2ccccc2n1Cc1ccccc1F)C(C)C	x	x	-26	x	-4	0.4	5	x	-26
COc1ccc(C)cc1NC(=O)c1ccoc1C	1	2	-14	-22	-15	0.076	7	1.2	-50
Cc1ccc2cc(CN(Cc3ccccc3)Cc3nnnn3C3CCCC3)c(=O)[nH]c2c1	0.1	87*	-15	82*	-1	1.6	6	0.2	-36
O=C(COC(=O)c1ccco1)Nc1ccc2c(c1)OCO2	0.7	34	x	9	x	-0.4	3	0.9	x
CC(=O)Nc1nc2nc(-c3ccccc3)cc(-c3ccccc3)n2n1	1.1	-9	-8	-9	5	-0.34	x	1.1	21
CC(Sc1nc2ccccc2s1)C(=O)Nc1nnc(C(C)C)s1 (stereo unspecified)	0.8	23	13	66*	-16	-0.83	13	0.3	0
O=C(Oc1cccc(NC(=O)c2ccco2)c1)c1cccc(S(=O)(=O)N2CCCC2)c1	0.9	7	10	22	-27	0.36	8	0.8	-8
Cc1ccc(NS(=O)(=O)c2cc(C(=O)O)ccc2Cl)cc1	0.8	23	-17	29	-4	1.2	4	0.7	-11

Sorted by number of heavy atoms (largest number first): 10 of the compounds above
SMILES	CYP2C19 act	CYP2C19 inhib	VCAM1 TNFa inh	CYP2C9 inhib	HUVEC tox TNFa	hDAT+cocaine	Candida biofilm	CYP2C9 activ	HUVEC tox IL1B
Cc1ccc2cc(CN(Cc3ccccc3)Cc3nnnn3C3CCCC3)c(=O)[nH]c2c1	0.1	87*	-15	82*	-1	1.6	6	0.2	-36
O=C(Oc1cccc(NC(=O)c2ccco2)c1)c1cccc(S(=O)(=O)N2CCCC2)c1	0.9	7	10	22	-27	0.36	8	0.8	-8
O=C(c1ccco1)N1CCN(C(c2cccs2)c2nnnn2C2CCCCC2)CC1 (stereo unspecified)	0.5	45	-2	68*	-23	0.52	8	0.3	-10
CC(C)N(C(=O)CSc1nc2ccccc2n1Cc1ccccc1F)C(C)C	x	x	-26	x	-4	0.4	5	x	-26
Cc1ccc(-n2nnnc2SCC(=O)Nc2sc(C)c(C)c2C#N)cc1C	1	1	2	14	-21	0.12	x	0.9	-20
CC(=O)Nc1nc2nc(-c3ccccc3)cc(-c3ccccc3)n2n1	1.1	-9	-8	-9	5	-0.34	x	1.1	21
COc1ccc(OC)c(-c2cc(C(=O)Nc3cc(C)on3)no2)c1	1.1	-12	5	-90	-11	-1.8	8	1.9	-19
CC(Sc1nc2ccccc2s1)C(=O)Nc1nnc(C(C)C)s1 (stereo unspecified)	0.8	23	13	66*	-16	-0.83	13	0.3	0
O=C(COC(=O)c1ccco1)Nc1ccc2c(c1)OCO2	0.7	34	x	9	x	-0.4	3	0.9	x
COc1ccc(C)cc1NC(=O)c1ccoc1C	1	2	-14	-22	-15	0.076	7	1.2	-50
